# Source: PubChem (Sanford-Burnham Center for Chemical Genomics)
# 697 NFkB inh: inhibitors of PMA/ionomycin-induced NF-kB reporter, 697 cells, primary screen, B-cell NF-kB inhibitor project, cell-based, luminescence, uHTS; 697 B-cell NF-kB luciferase reporter, 16 h; inhibition, % at 4 µM; 0.33% of 330,000 active; AID 435022, 2010; in the data active = inhibition above about 35%
# tim23-1 inh: growth inhibitors of tim23-1 mutant yeast, primary screen, luminescence, uHTS | S. cerevisiae tim23-1 growth, BacTiter-Glo luminescence, 24 h | inhibition, % at 20 µM | 1.3% of 330,000 active;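 active = growth inhibition of the mutant yeast at or above 50%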;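 note: temperature-sensitive mutant grown at 25 °C; plate controls were DMSO-treated mutant yeast for no effect and medium wells lacking yeast for full effect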
# Mdm2-MdmX inh: inhibitors of human Mdm2-MdmX association, primary screen, cell-based, luminescence, split luciferase, SaOS-2, uHTS. Protein Mdm4 (Homo sapiens) + E3 ubiquitin-protein ligase Mdm2 (Homo sapiens), …. SaOS-2 split-luciferase Mdm2/MdmX complementation. inhibition, % at 8 µM. 3% of 330,000 active;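 active = inhibition of at least 50% at 8 µM in the primary screen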
# Target sequence (O15151 whole entry, looked up): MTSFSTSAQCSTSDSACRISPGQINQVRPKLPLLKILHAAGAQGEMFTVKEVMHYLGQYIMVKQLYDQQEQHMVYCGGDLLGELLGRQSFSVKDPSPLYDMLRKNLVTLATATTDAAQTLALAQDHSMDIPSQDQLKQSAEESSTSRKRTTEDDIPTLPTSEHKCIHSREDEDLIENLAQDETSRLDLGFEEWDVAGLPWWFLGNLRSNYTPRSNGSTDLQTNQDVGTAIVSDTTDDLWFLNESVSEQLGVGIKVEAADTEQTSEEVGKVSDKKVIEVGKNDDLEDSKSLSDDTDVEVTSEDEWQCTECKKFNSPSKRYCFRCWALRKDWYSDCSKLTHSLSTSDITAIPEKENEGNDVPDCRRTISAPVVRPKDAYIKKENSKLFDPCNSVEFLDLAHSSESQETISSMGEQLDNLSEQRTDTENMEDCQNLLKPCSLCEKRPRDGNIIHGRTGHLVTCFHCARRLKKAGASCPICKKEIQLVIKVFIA
# Target sequence (Q00987 whole entry, looked up): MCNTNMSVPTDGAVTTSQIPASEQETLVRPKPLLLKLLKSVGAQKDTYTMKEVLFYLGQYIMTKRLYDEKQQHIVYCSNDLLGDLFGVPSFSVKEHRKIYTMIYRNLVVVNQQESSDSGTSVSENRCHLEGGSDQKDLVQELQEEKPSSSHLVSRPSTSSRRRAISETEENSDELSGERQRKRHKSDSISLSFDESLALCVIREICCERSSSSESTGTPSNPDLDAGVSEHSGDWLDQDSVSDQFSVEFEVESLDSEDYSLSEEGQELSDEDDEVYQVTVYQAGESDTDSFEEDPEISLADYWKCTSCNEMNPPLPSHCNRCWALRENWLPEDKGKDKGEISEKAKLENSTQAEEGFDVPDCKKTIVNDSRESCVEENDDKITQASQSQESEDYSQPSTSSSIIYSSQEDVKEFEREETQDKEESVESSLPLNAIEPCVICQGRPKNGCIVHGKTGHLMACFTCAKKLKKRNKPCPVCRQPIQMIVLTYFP
# UPR XBP1 act: activators of adaptive XBP1 UPR arm, primary screen, cell-based, CHO-XBP1 luciferase reporter, luminescence, uHTS | IRE1-XBP1 UPR activation; percent of tunicamycin response, DMSO as zero | activation, % at 20 µM | 0.33% of 330,000 active | AID 463104, 2010;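 active = versus positive control, 20 µM dose yields 30% or more activation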;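 note: 100% = tunicamycin at 10 µg/mL and 0% = DMSO only wells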
#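 Material: IRE1-XBP1 luciferase reporter CHO line / Quantity: one thousand reporter cells per well / Buffer or medium: F12 with 10% serum / Compound: 20 µM single concentration, DMSO 1% / Times: 6 h treatment, 37 °C / Detection: Steady-Glo luciferase glow luminescence, 10 min after reagent addition / Benchmarks: tunicamycin high, DMSO low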
# TIM10 inh: growth inhibitors of isogenic TIM10 control yeast, primary screen, counter-screen for tim10-1 yeast inhibitor project, luminescence, uHTS. inhibition, % at 10 µM. S. cerevisiae TIM10 strain growth, BacTiter-Glo luminescence, 24 h. 1.4% of 330,000 active;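 active = inhibition of 40% or more at the single tested concentration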;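 note: wild-type TIM10 isogenic control strain grown at permissive 25 °C; 0% = DMSO yeast wells and 100% = minimal medium wells without yeast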
# Jurkat NFkB inh: inhibitors of induced NF-kB luciferase reporter, primary screen, TCR NF-kB activation inhibitor project, cell-based, luminescence, uHTS; inhibition, % at 4 µM; Jurkat, PMA/ionomycin-induced NF-kB luciferase reporter; AID 435003, 2010; 0.53% of 330,000 active; in the data active = inhibition above about 50%
# CHOP UPR activ: activators of apoptotic CHOP UPR arm, primary screen, cell-based, CHO-CHOP luciferase reporter, luminescence, uHTS; 0.34% of 330,000 active; UPR activation; percent of tunicamycin response over DMSO baseline; AID 449763, 2010; activation, % at 10 µM;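 active = at 10 µM dose, activation of 40% or more, normalized to positive control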;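 note: 100% = tunicamycin at 10 µg/mL and 0% = DMSO alone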
#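 Evaluation: % reporter activation, DMSO baseline versus tunicamycin full activation; System: CHO-CHOP luciferase reporter cell line; Input: 500 cells/well; Incubation: 6 h compound treatment, 37 °C; Measured by: Steady-Glo luciferase luminescence; Dosing: one dose, 10 µM in 0.5% DMSO; Buffer or medium: F12 medium, 10% FBS; Benchmarks: positive tunicamycin 10 µg/mL, negative DMSO alone.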
# tim10-1 inh: growth inhibitors of tim10-1 mutant yeast, primary screen, luminescence, uHTS. inhibition, % at 20 µM. S. cerevisiae tim10-1 ts strain growth, BacTiter-Glo, 24 h. 2.2% of 330,000 active;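 active = inhibition of at least 40%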;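 note: mutant grown at 25 °C; 0% = DMSO wells with yeast and 100% = wells holding no yeast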
# Numbers without * were called inactive.
SMILES,697 NFkB inh,tim23-1 inh,Mdm2-MdmX inh,UPR XBP1 act,TIM10 inh,Jurkat NFkB inh,CHOP UPR activ,tim10-1 inh
Cc1nc2c(ccc3c2ccc2nc(C)sc23)s1,-61,7,-36,9,9,-90,2.7,8
O=C(COc1ccc(S(=O)(=O)NC2CCCCC2)cc1)N1CCN(c2ccc(F)cc2)CC1,0,35,-4,-2,19,25,3.6,31
Cc1cc(Nc2cccc(C)c2C)n2ncnc2n1,0,7,-28,3,7,-3,-2.5,12
COc1cccc(NC(=O)c2ccc3c(c2)OCCO3)c1,-129,30,-25,-12,2,-108,-2.9,-14
O=C(CSc1nnc(Cn2c(=O)sc3ccccc32)n1-c1ccccc1)N1CCCC1,-11,21,-7,-1,1,-1,1.9,10
O=C(Nc1cn(-c2ccccc2)nc1-c1ccc(Cl)cc1)c1ccccc1,-22,37,-7,3,30,-6,1.0,31
Cc1cc(C)cc(NC(=O)C(=O)NCC2CCCO2)c1 (stereo unspecified),-4,30,0,0,-1,-15,8.5,-4
O=[N+]([O-])c1ccccc1S(=O)(=O)N1CCN(c2ccccn2)CC1,-16,18,5,-5,0,9,2.1,3
Cc1ccc(CNC(=O)c2cc3c(=O)n4ccccc4nc3n(Cc3ccco3)c2=N)cc1,1,4,44,-3,9,43,3.6,1
CCOC(=O)CC(NS(=O)(=O)Cc1ccccc1)c1ccc(C)cc1 (stereo unspecified),19,24,-1,-5,-19,-14,-0.6,1
COc1ccc(CCN2C(=O)C3C4C=CC(C3C2=O)C2C(=O)N(CCc3ccc(OC)c(OC)c3)C(=O)C42)cc1OC (stereo unspecified),21,6,8,-2,13,59*,2.3,15
COc1ccc(CC(NC(C)=O)C(=O)NC2CCN(c3nnnn3-c3ccccc3)CC2)cc1 (stereo unspecified),10,-12,33,-2,0,9,-0.9,-1
COC(=O)c1cc(=O)n(Cc2ccc3c(c2)OCO3)c(=Nc2ccc(F)cc2)s1,22,15,57*,-2,17,0,15,10
CCN(CC)CCn1c2ccc(F)cc2c2nc(C)sc21,-7,-2,7,-2,9,15,-2.8,4
CC(C)(C)c1ccc(C(=O)N2CCN(c3ncccn3)CC2)cc1,12,24,25,-3,11,1,0.6,28
Cc1ccc(-n2c(C)c3c(C)nnc(C)c3c2C)cc1N,2,17,-21,-2,-9,1,-0.8,-6
COC(=O)C1=C(C)N(C)C(=O)NC1c1cc2c(cc1Br)OCO2 (stereo unspecified),12,5,4,-3,9,-5,-1.0,8
O=C(OCCCN1C(=O)c2ccccc2C1=O)c1ccco1,6,13,5,-3,-10,7,3.8,-7
O=S(=O)(c1ccc(Br)c2ccccc12)N1CCOCC1,-8,23,11,0,-15,-9,2.1,-6
CCOC(=O)N1CCN(C(=O)CCCn2c(=S)[nH]c3ccccc3c2=O)CC1,12,-19,16,-3,-1,-2,-1.6,7
Cc1cc2nn(-c3ccccc3)nc2cc1NC(=O)c1cccs1,-105,6,-31,-1,1,-65,1.5,-2
CCN(CC(=O)Nc1ccccc1C(F)(F)F)C(=O)c1cc(-c2ccccc2)nn1-c1ccccc1,-11,28,14,-2,8,6,-0.7,15
CCN1CCN(C(=O)CN(C)S(=O)(=O)c2ccc(OC)c(C)c2)CC1,6,19,15,-1,-8,-18,-1.2,2
CC(C)C(=O)NC(c1ccco1)c1c(O)ccc2ccccc12 (stereo unspecified),-3,30,2,-2,19,10,-0.8,35
Cc1cc(C)cc(NC(=S)N(CCN(C)C)C(C)c2cccnc2)c1 (stereo unspecified),4,3,-10,0,-3,-1,0.0,15

# Sorted by heavy-atom count (rising): 10 of the compounds above
SMILES,697 NFkB inh,tim23-1 inh,Mdm2-MdmX inh,UPR XBP1 act,TIM10 inh,Jurkat NFkB inh,CHOP UPR activ,tim10-1 inh
O=S(=O)(c1ccc(Br)c2ccccc12)N1CCOCC1,-8,23,11,0,-15,-9,2.1,-6
COc1cccc(NC(=O)c2ccc3c(c2)OCCO3)c1,-129,30,-25,-12,2,-108,-2.9,-14
CC(C)C(=O)NC(c1ccco1)c1c(O)ccc2ccccc12 (stereo unspecified),-3,30,2,-2,19,10,-0.8,35
O=[N+]([O-])c1ccccc1S(=O)(=O)N1CCN(c2ccccn2)CC1,-16,18,5,-5,0,9,2.1,3
CCOC(=O)CC(NS(=O)(=O)Cc1ccccc1)c1ccc(C)cc1 (stereo unspecified),19,24,-1,-5,-19,-14,-0.6,1
O=C(CSc1nnc(Cn2c(=O)sc3ccccc32)n1-c1ccccc1)N1CCCC1,-11,21,-7,-1,1,-1,1.9,10
Cc1ccc(CNC(=O)c2cc3c(=O)n4ccccc4nc3n(Cc3ccco3)c2=N)cc1,1,4,44,-3,9,43,3.6,1
COc1ccc(CC(NC(C)=O)C(=O)NC2CCN(c3nnnn3-c3ccccc3)CC2)cc1 (stereo unspecified),10,-12,33,-2,0,9,-0.9,-1
CCN(CC(=O)Nc1ccccc1C(F)(F)F)C(=O)c1cc(-c2ccccc2)nn1-c1ccccc1,-11,28,14,-2,8,6,-0.7,15
COc1ccc(CCN2C(=O)C3C4C=CC(C3C2=O)C2C(=O)N(CCc3ccc(OC)c(OC)c3)C(=O)C42)cc1OC (stereo unspecified),21,6,8,-2,13,59*,2.3,15

# (further entries)
SMILES,697 NFkB inh,tim23-1 inh,Mdm2-MdmX inh,UPR XBP1 act,TIM10 inh,Jurkat NFkB inh,CHOP UPR activ,tim10-1 inh
C=CCN(c1ccccc1)S(=O)(=O)c1cccc(C(=O)NCc2ccncc2)c1,14,-20,19,-3,-12,18,1.7,-18
COC(=O)C1=NN(c2cccc3ccccc23)C2C(=O)N(c3ccccc3OC)C(=O)C12 (stereo unspecified),4,12,7,0,-16,2,-0.2,-8
COCc1[nH]nc2c1C1(C(=O)Nc3ccc(F)cc31)C(C#N)=C(N)O2 (stereo unspecified),-5,1,-3,1,-8,-7,-1.5,14
Cc1cc(C)n2nc(SCC(=O)N3CCc4ccccc43)nc2n1,-33,-1,-9,3,-14,-9,0.7,0
O=C(CN1C(=O)C(=O)N(Cc2ccco2)C1=O)NC1CCCCC1,26,-15,-9,-2,4,-1,-1.6,7
Cc1cc(C)n(-c2ccc([N+](=O)[O-])cc2)n1,1,8,-1,2,-16,-13,-0.9,-9
C#CCn1c(O)c(N=NC(=O)C(O)c2ccccc2)c2ccccc21 (stereo unspecified),1,21,-18,0,-9,-10,0.2,11
C(=C\c1nc2ccccc2[nH]1)/c1ccccc1,-442,43,-27,-5,31,-104,-4.2,30
CC(C)CCc1noc(CN2CCN(CC(=O)NC(C)C)CC2)n1,7,4,10,-3,-2,6,-0.4,-6
Cc1ccc(/C=C/C(=O)NCCCc2ccccc2)cc1,17,11,-44,-3,4,1,2.8,-11
CCC(=O)Nc1nnc(SCC(=O)N2c3ccccc3CC2C)s1 (stereo unspecified),0,10,27,0,9,9,-1.6,2
Cc1cccc(-c2noc(CCCC(=O)Nc3cccnc3)n2)c1,-24,-3,-11,-2,-13,-3,-1.4,27
CSc1cccc(NC(=O)N2CCN(C)CC2)c1,8,-7,2,3,-1,-6,0.5,9
N=c1oc2ccc(Br)cc2cc1C(=O)NC1CCCCCC1,-13,24,28,1,7,4,18,24
CSCCC(NS(=O)(=O)c1ccccc1F)C(=O)NCCCn1nc(C)cc1C (stereo unspecified),21,-9,2,-1,-2,-1,0.6,-6
CCN(CC)c1ccc2cc(S(=O)(=O)c3ccc(C)cc3)c(=O)oc2c1,-26,-6,19,-3,-46,-1,1.7,2
COCc1ccc(CN2CCCC(CO)(Cc3ccccc3C)C2)o1 (stereo unspecified),9,-1,3,-3,6,-5,0.4,3
O=C(NCc1ccco1)c1c2c(nc3ccccc13)CCC2,-17,-15,-3,2,3,-12,2.5,13
COc1cc(/C=C/C(=O)OCC(=O)NCc2ccc(F)cc2)ccc1O,-2,-3,48,3,1,35,-1.3,-4
COc1cccc(NC(=O)CSc2nc(=O)n(Cc3ccncc3)c3c2CCCC3)c1,-6,5,-17,1,14,11,0.1,-7
CC1=CC(C)(C)N(C(=O)CNC2CCCC2)c2cc(C)ccc21,7,16,10,-2,10,13,-1.5,7
CCN(CC(=O)Nc1c(C(=O)OC)[nH]c2ccc(Cl)cc12)c1ccc2c(c1)OCO2,11,26,45,-4,21,-3,0.9,27
CN(C)CCCNC(=S)N(CCCO)Cc1cc2cc3c(cc2[nH]c1=O)OCO3,1,-6,13,-1,0,2,2.4,-14
CCc1ccc(C2C(C#N)=C(N)Oc3n[nH]c(CC(=O)OC)c32)cc1 (stereo unspecified),16,-24,7,-1,-4,25,0.3,-4
CCOC(=O)NC(NCCc1ccccc1)(C(F)(F)F)C(F)(F)F,11,18,0,-4,7,-1,1.1,16

# Continuation.
SMILES,697 NFkB inh,tim23-1 inh,Mdm2-MdmX inh,UPR XBP1 act,TIM10 inh,Jurkat NFkB inh,CHOP UPR activ,tim10-1 inh
CCOc1ccc(Nc2ccc([N+](=O)[O-])c3nonc23)cc1,-66,67*,-26,-1,35,-35,3.6,39
COC(=O)c1c(-c2ccccc2)csc1NC(=O)C1CC=CCC1C(=O)O (stereo unspecified),10,3,-2,1,-23,-14,-2.1,-9
CN(C)c1ccc(CNc2nc3ccccc3s2)cc1,-213,19,-30,-10,-2,-91,-4.0,13
OC1CCN(Cc2ccc(OCc3ccccc3)cc2)CC1,-60,12,-66,-7,-10,-128,5.8,-9
CC(=O)Nc1sc(C)c(C)c1C(=O)OCC(=O)N(C)C1CCS(=O)(=O)C1 (stereo unspecified),-27,8,-52,2,-5,-8,0.3,11
CCCn1nnnc1NC(=O)COc1ccc(Cl)cc1C,7,-6,24,-1,10,-2,-2.4,34
CC(=O)c1sc(-c2ccccc2)nc1C,-1,5,6,2,2,1,1.5,6
C/C(=N\NC(=O)c1c(Br)c(C)nn1C)c1ccc(NC(=O)C(C)Oc2ccc(Cl)cc2C)cc1 (stereo unspecified),4,2,62*,-2,-4,-14,2.1,-1
CC(C)c1ccc([N+](=O)[O-])cc1S(=O)(=O)N1CCN(C)CC1,-3,14,4,-5,-3,8,-0.5,9
Cc1sc2ncn(CC(=O)N3CCOCC3)c(=O)c2c1-c1ccccc1,-20,3,-10,-3,4,-2,-1.3,5
COc1cccc(/C=N/n2c(-c3cc(C)[nH]n3)n[nH]c2=S)c1O,5,8,18,-2,-14,11,-1.3,-4
Cn1c(Oc2ccccc2NCc2cc(Br)ccc2O)cc(=O)n(C)c1=O,-27,23,14,-2,3,-14,-0.4,18
COc1ccc(-n2c(C)cc(=O)c3c2CC(C)(C)CC3=O)cc1,6,5,-4,2,0,11,-1.4,8
Cc1cc(C)n(CCNC(=O)c2cc(COc3ccc(F)cc3Cl)on2)n1,2,31,39,-4,30,-5,0.5,33
CCOC(=O)c1c(C)[nH]c(C(=O)COC(=O)COc2ccc(OC)cc2)c1C,10,2,-1,4,9,0,-0.7,5
CN(C)c1cccc(C(=O)OCC(=O)NC2CCCC2)c1,-7,11,-31,-2,-8,-13,0.5,22
O=C1c2ccccc2C(=O)N1c1ncn[nH]1,16,0,-17,-3,-16,6,-0.9,6
COc1ccc(CNS(=O)(=O)c2ccc3c(c2)N(C(C)=O)CC(C)S3)cc1 (stereo unspecified),-24,9,32,-6,-9,26,-1.0,10
COc1ccccc1/C=C/C(=O)OCC(=O)Nc1ccccc1Sc1ccccc1,-6,-8,11,2,16,-8,-0.7,15
